EP2 antag: inhibitors of human EP2 prostaglandin E2 receptor; P43116; C6 glioma cells expressing human EP2, cAMP TR-FRET; cells stimulated with saturating PGE2; inhibition, % at 25 µM; 260,000 tested, 0.52% active;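 active = percent inhibition above 40 after rounding to a whole number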;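 note: rat C6 glioma host cells with rolipram phosphodiesterase inhibitor present; the protocol text gives 20 µM as final concentration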
Target sequence (P43116 whole entry, looked up): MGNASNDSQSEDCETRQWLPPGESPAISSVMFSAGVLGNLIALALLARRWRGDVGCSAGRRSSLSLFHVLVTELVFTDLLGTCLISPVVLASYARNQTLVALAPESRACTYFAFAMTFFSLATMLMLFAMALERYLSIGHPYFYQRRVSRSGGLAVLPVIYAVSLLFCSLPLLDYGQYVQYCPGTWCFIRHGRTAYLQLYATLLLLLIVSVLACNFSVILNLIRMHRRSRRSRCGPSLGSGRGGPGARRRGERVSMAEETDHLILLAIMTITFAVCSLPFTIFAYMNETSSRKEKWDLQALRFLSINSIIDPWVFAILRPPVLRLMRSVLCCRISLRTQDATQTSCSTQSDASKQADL
EP2 mod: modulates human prostaglandin E2 receptor EP2 signaling; EP2-expressing cells, cAMP HTRF FRET, PGE2 co-stimulation; induction, % at 25 µM; 260,000 tested, 0.83% active; P43116;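 active = compounds whose cAMP rise, as percent of the full-agonist control response, exceeds 60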;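 note: rat C6 glioma line stably carrying human EP2 under a CMV promoter; the protocol text gives 20 µM as final concentration; 100% = response of wells given 1 µM PGE2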
Starred values were filed as active, the others as inactive; & = joins results of further samples. An excerpt, so the mix of outcomes need not match the whole.

Value order – EP2 antag	EP2 mod
1	Cc1ccc2[nH]c(=O)c(CN(CCCO)S(=O)(=O)c3ccc(C(C)(C)C)cc3)cc2c1
→ 13	-2
2	COc1cc(C2C(C#N)=C(N)OC3=C2C(=O)CCC3)ccc1OCc1c(C)cc(C)cc1C (centres undefined)
→ 5	-17
3	COc1ccc(-c2nnc(SCC(N)=O)n2-c2ccc(OC)cc2)cc1
→ 8	-4
4	CCOc1ccc(-c2nnc(N(C(=O)C3CCC3)C(C)C)s2)cc1
→ 7	-77
5	COc1cc2[nH]c(=O)c(C(=O)NCc3cccnc3)c(O)c2cc1OC
→ 10	8
6	CCCC(=O)N(Cc1cc2cc(OC)ccc2[nH]c1=O)C(C)C
→ 8	45
7	C=CCn1c(SCC(=O)c2ccc(Cl)cc2)nc2sc3c(c2c1=O)CCC3
→ 13	-108
8	O=c1[nH]c(=O)c2cc(S(=O)(=O)NCCN3CCc4ccccc43)ccc2[nH]1
→ 8	-42
9	NC(=O)CSc1nnc2c(n1)[nH]c1ccc(Cl)cc12
→ 14	-25
10	O=C(CSc1nc(C2CC2)nc2ccccc12)Nc1cccc(O)c1
→ 7	-26
11	Cc1sc2ncn(C(C)C(=O)OCc3ccccc3Cl)c(=O)c2c1C (centres undefined)
→ 7	43
12	O=C(Cn1c2ccccc2c(=O)c2ccccc21)N1CCC(c2ccncc2)CC1
→ 11	-80
13	CCN(CC)c1nc2c(c(=O)[nH]c(=O)n2C)n1C
→ 9	25
14	C=CCC1N(c2ccccc2)C(=O)C2C(C(=O)O)C3C=CC21O3 (centres undefined)
→ 7	-6
15	COc1ccccc1CN(CCCn1ccnc1)Cc1ccc(Cl)c(F)c1
→ 8	36
16	CC(C)(C)c1ccc(-c2nnc(SCc3ccc(Cl)cc3)n2-c2cccc(C(F)(F)F)c2)cc1
→ 38	22
17	Cn1c(=O)sc2cc(S(=O)(=O)N3CCCC(CN4CCOCC4)C3)ccc21 (centres undefined)
→ 4	9
18	COCCn1nnnc1C(c1cc2c(C)ccc(C)c2[nH]c1=O)N1CCc2ccccc2C1 (centres undefined)
→ 14	-5
19	COc1cc(C2C(C#N)=C(N)Oc3n[nH]c(-c4cccs4)c32)ccc1OC(C)=O (centres undefined)
→ 14	-69
20	Cc1nnc(NC(=O)CSc2nc(Cc3ccccc3)nc3ccccc23)s1
→ 10	10
21	COc1cc(C2NC(=O)NC(C)=C2C(=O)Nc2ccc(C)cc2C)ccc1O (centres undefined)
→ 11	6
22	COc1ccc(CN(Cc2nc3ccccc3[nH]2)CC2CCCO2)cc1OC (centres undefined)
→ 7	31
23	COCCCn1c(SCC(=O)Nc2cccc(O)c2)nnc1-c1ccc(C(C)(C)C)cc1
→ 6	1
24	COc1ccc(NCc2nnc(SCC(=O)Nc3ccc(C)cc3)n2C)cc1
→ 22	9
25	O=C1C2=C(Nc3cc([N+](=O)[O-])ccc3N2)O[C@H]1c1ccc([C@H]2OC3=C(Nc4ccc([N+](=O)[O-])cc4N3)C2=O)cc1
→ 58*	-24
26	O=C1CSC(=Nc2ccc3ccccc3c2)N1
→ 11	-61
27	Cc1ccsc1CN(Cc1cccnc1)C1CC(C)(C)NC(C)(C)C1
→ 10	-33
28	O=C(O)CCN1CCCC1=O
→ 7	5
29	NS(=O)(=O)c1cc2c(cc1Cl)N[C@H](Cc1ccccc1)NS2(=O)=O
→ 53*	15
30	COc1cc(CN(Cc2ccccn2)C2CC(C)(C)NC(C)(C)C2)cc2c1OCO2
→ 5	-24
31	Cn1c(N2CCC(C(=O)NCc3cccs3)CC2)nc2ccccc21
→ 5	-38
32	CCOC(=O)CSc1nc2ccc(OCC)cc2cc1C#N
→ 20	9
33	O=C1NC2=C(C(=O)N(CCN3CCCC3)C2)C(c2ccc(F)c(F)c2)N1 (centres undefined)
→ 11	-18
34	COC(=O)c1ccc(NC(=O)Cn2nc3n(C)c4ccccc4n3c(=O)c2=O)cc1
→ 6	-38
35	CC1CCCC(C)N1C(=O)CN1CCC(O)(c2ccccc2)CC1 (centres undefined)
→ 11	-1
36	Cc1nc(NS(=O)(=O)c2ccccc2)sc1NC(=O)NC1C=NN=C1
→ 8	-12
37	COc1ccccc1NC(=O)CSc1nnc2c3c4c(sc3nc(C)n12)CCCC4
→ 10	-67
38	COc1ccccc1C1(O)CCN(CC(O)c2ccc3c(c2)CCO3)CC1 (centres undefined)
→ 6	-46
39	CC1CCCC(N2CCN(C(=O)c3ccccc3F)CC2)C1 (centres undefined)
→ 8	-8
40	CC(=O)c1cc(C(=O)N2CCc3onc(-c4ccccc4F)c3C2)cs1
→ 5	-32
41	O=C(O)C1=CCCNC1
→ 14&10&11	6&2
42	C[N+]1(CC(=O)c2ccccc2)CCOCC1
→ 6	17
43	Cc1ccc2cc(C(c3nnnn3C3CCCCC3)N3CCC(O)CC3)c(=O)[nH]c2c1C (centres undefined)
→ 6	-54
44	COC(=O)c1ccc(S(=O)(=O)N(Cc2cc3ccc(C)cc3[nH]c2=O)CC2CCCO2)cc1 (centres undefined)
→ 8	-18
45	Cc1cc(C)n(CCc2nnc(NC(=O)C3Oc4ccccc4O3)s2)n1
→ 7	-27
46	Cc1cc(Cl)ccc1NC(=O)COc1ccc(S(=O)(=O)N2CCCC2)cc1
→ 6	-15
47	CCC(C)NC(=O)C1CCN(C(=O)Nc2ccc(Cl)cc2)CC1 (centres undefined)
→ 5	-22
48	COc1ccc(C2C(C#N)=C(N)Oc3n[nH]c(C)c32)cc1C (centres undefined)
→ 14	-28
49	CNC(=O)c1cc2c(=O)n3cc(C)ccc3nc2n(Cc2ccc(C)cc2)c1=N
→ 11	-6
50	CCOc1cccc(/C(O)=C2/C(=O)C(=O)N(Cc3cccnc3)C2c2ccncc2)c1 (centres undefined)
→ 5	5
51	Cc1ccccc1C1(O)CCN(CC(O)c2ccc(Cl)cc2)CC1 (centres undefined)
→ 11	-74
52	Cc1nn(C(C)C)c(C)c1CN(CCCN(C)C)Cc1ccco1
→ 3	19
53	O=S1(=O)CC(Oc2ccccc2)C1
→ 18	-2
54	COc1cc(OC)c(C2C(C#N)=C(N)Oc3n[nH]c(-c4cc(C)sc4C)c32)cc1OC (centres undefined)
→ 7	-18
55	Cc1cccc(-c2nnc(SCC(=O)Nc3nnc(C)s3)n2C)c1
→ 14	-4
56	COc1ccc(OC)c(C(O)CNC(=O)CN)c1 (centres undefined)
→ 9	-1
57	Cc1cc(NC(=O)C(=O)Nc2ccc3c(c2)OCCO3)ccc1-n1cnnn1
→ 19	-26
58	COc1ccc2c(c1)cc(C)c1nnc(SCC(=O)NCc3ccco3)n12
→ 10	-18
59	COc1ccccc1C1(NC(=O)c2snnc2C)CCCC1
→ 10	-5
60	COc1ccc(C2=NN3C(C2)c2cc(OC)ccc2OC3c2cccnc2)cc1 (centres undefined)
→ 5	41

The list continues:
Value order – EP2 antag	EP2 mod
61	O=C(NCc1cccnc1)C1CC(c2ccc(Cl)cc2)=NO1 (centres undefined)
→ 5	-18
62	COc1ccc(NC(=S)N(CCO)Cc2cc3cc4c(cc3[nH]c2=O)OCO4)cc1
→ 8	-32
63	COc1cc2cc(C(c3nnnn3Cc3ccc(F)cc3)N3CCC(C)CC3)c(=O)[nH]c2cc1OC (centres undefined)
→ 11	5
64	Cc1ccc(S(=O)(=O)NCC(=O)N(CC(=O)NCc2ccco2)C2CCCC2)cc1
→ 5	-19
65	CCOc1ccc2[nH]c(=O)c(CN(Cc3cccs3)C(=O)NC3CCCCC3)cc2c1
→ 3	1
66	CC(C)(C(=O)N1CCCC1c1nc(-c2cccnc2)n[nH]1)c1ccc(Cl)cc1 (centres undefined)
→ 6	-11
67	Cc1ccc2c(c1)C(c1ccccc1)=NNC(c1ccncc1)=N2
→ 17	9
68	CCOc1ccccc1C(=O)Nc1nc(C(C)(C)C)cs1
→ 11	-20
69	Cc1cc(C)n(-c2ccc(C(=O)N3CCC4(CC3)NC(=O)c3ccccc3N4)cc2)n1
→ 8	6
70	COc1ccc(-c2nc3cc(N)ccc3n2C)cc1
→ 14	-65
71	CCCC(c1nnnn1C1CCCCC1)N(Cc1ccco1)Cc1cc2cc(CC)ccc2[nH]c1=O (centres undefined)
→ 8	82*
72	CC(C)NCC(O)COc1cccc2c1OCCO2 (centres undefined)
→ 5	-20
73	COc1cc2c(cc1CN1CCC(O)(c3ccccc3F)CC1)OCO2
→ 7	-52
74	CCOc1ccccc1NC(=O)c1sc2nc3c(C)cccc3cc2c1N
→ 11	-89
75	CC(C)(C)c1ncc(C(=O)Nc2cccc(C(=O)N3CCOCC3)c2)cn1
→ 7	-17
76	COc1ccccc1NC(=O)N(Cc1ccccc1Cl)Cc1cc2ccc(C)c(C)c2[nH]c1=O
→ 17	20
77	NC(N)=NC(N)=Nc1ccccc1
→ 7&8	0&7
78	CCc1ccc(OCc2nnc(SCC(=O)NC3CCCCC3)o2)cc1
→ 11	35
79	O=C(CN1CCC(n2c(C(F)(F)F)nc3cc(F)ccc32)CC1)NCc1ccco1
→ 13	-72
80	CCc1nnc(NC(=O)CSc2nc(-c3ccccc3)nc3c(C)cccc23)s1
→ 24	-28
81	Cn1c(=O)c(C(=O)Nc2ccc(N)cc2)c(O)c2ccccc21
→ 10	-5
82	CC(C)(C)c1nn(-c2ccc(F)cc2)c2[nH]c(=O)c(CNCC3COCCO3)cc12 (centres undefined)
→ 10	-2
83	Cc1ccc(OCC(=O)Nc2ccncc2)c(C)c1
→ 9	-40
84	N=C(N)[C@H](N=Nc1ccccc1)C(N)=O
→ 13	-8
85	COc1cc(OC)cc(C(=O)N2CCC(C(=O)Nc3ccc(C(C)C)cc3)CC2)c1
→ 6	-77
86	CS(=O)(=O)N(CC(=O)NCc1ccc2c(c1)OCO2)c1ccccc1F
→ 7	25
87	CC(C)C(=O)N1CCCc2cc(C(=O)CN3CCN(c4ncccn4)CC3)ccc21
→ 6	3
88	O=C(NCc1nc(-c2ccncc2)n[nH]1)C(c1ccccc1)C1CCCCC1 (centres undefined)
→ 11	13
89	CCn1c(SCC(=O)Nc2ccc(NC(C)=O)cc2)nnc1-c1cccnc1
→ 10	8
90	CCc1ccc2[nH]c(=O)c(CN(C3CCCCC3)C(CC)c3nnnn3C3CCCCC3)cc2c1 (centres undefined)
→ 10	57
91	CN(CC(=O)NCc1ccc2c(c1)OCO2)S(=O)(=O)c1cc(Cl)ccc1Cl
→ 5	-16
92	C#CCOc1cccc(C2NC(=O)NC(C)=C2C(=O)OC)c1 (centres undefined)
→ 13	10
93	CCc1ccc(-c2ccc(C#N)cc2)nc1
→ 12	-8
94	Cn1c(SCC(=O)Nc2cccc(Cl)c2)nnc1-c1cccs1
→ 21	-9
95	CCOC(=O)Cc1csc(NC(=O)c2ccccc2OCC)n1
→ 4	-7
96	c1cncc(-c2n[nH]c(C3CCNCC3)n2)c1
→ 8	4
97	C=C(C)Cn1c(SC)nc2c1c(=O)n(C)c(=O)n2C
→ 10	25
98	CCOc1ccccc1NC(=O)CSc1nnnn1-c1ccc(F)cc1
→ 11	0
99	O=S(=O)(Nc1nccs1)c1ccc(NCc2cc(Cl)ccc2O)cc1
→ 8	-25
100	COc1ccc(NC(=O)CSc2nc(O)c(C(C)C)c(=O)[nH]2)cc1
→ 13	-6
101	CS(=O)(=O)N1CCCc2cc(C(O)CN3CCN(C4CCCC4)C(=O)C3)ccc21 (centres undefined)
→ 5	-2
102	CC(=O)c1sc(N2C(=O)C(=O)/C(=C(\O)c3cc(C)ccc3C)C2c2cccnc2)nc1C (centres undefined)
→ 38	3
103	O=C(NC1CCCCC1)C(c1ccccc1)N(Cc1cccs1)C(=O)c1cnccn1 (centres undefined)
→ 13	-17
104	CCCn1c(SCC(C)=O)nc2c1c(=O)[nH]c(=O)n2C
→ 4	-39
105	COCCn1nnnc1C(c1cc2cc(OC)ccc2[nH]c1=O)N1CCN(c2ccccc2)CC1 (centres undefined)
→ 8	5
106	COc1cc(O)cc(/C=C/c2ccccc2)c1
→ 6	-26
107	Cc1ccccc1NC(=S)NC(=O)/C=C/c1ccco1
→ 12	-11
108	Cc1ccc(N(CC(=O)NC2CCCCC2)C(=O)c2ccc(C)s2)c(C)c1
→ 7	0
109	COc1ccc(OC)c(S(=O)(=O)N2CCC(C(=O)Nc3ccc(C)cc3C)CC2)c1
→ 7	-1
110	CC(C)(C)c1cc(C(=O)N2CCC[C@H](C(=O)c3ccc(F)cc3)C2)n[nH]1
→ 4	-52
111	COC(C(=O)Nc1ccc2c(c1)OCCO2)c1ccccc1 (centres undefined)
→ 4	-6
112	Cc1ccc(C(c2nnnn2C2CCCCC2)N2CCN(C(=O)c3ccco3)CC2)cc1 (centres undefined)
→ 10	54

From PubChem BioAssay
